WRN helicase inh – blocks human WRN helicase. 360,000 tested, 0.46% active. WRN helicase unwinding, fluorescent forked duplex, kinetic. Potency, µM (series often up to 114 µM), for inactives: at the top dose activity change, negative = inhibition, most hits filed as inhibitors. AID 651768. Q14191; further: potency means the concentration at half of the fitted maximal effect; on the % scale 0 is the no-effect control and ±100 the full control effect; nearly all actives have a fitted effect of over 55% in size
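WRN at 20 nM final preincubated with compound 15 min at room temperature; reaction started with 100 nM fluorophore/quencher forked duplex oligonucleotide and 2 mM ATP final. Unwinding followed kinetically by red fluorescence (ex 525, em 598 nm).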
CCT chaperon mod – cytosolic chaperonin activity modulation; purified chaperonin ATPase assay, HTRF ADP detection, 30 min; activity change, % (no concentration beside the values), hits read low; 360,000 tested, 0.3% active; AID 651819; in the data active means activity change below about -30%; further: on the % scale 0 is the no-effect control and ±100 the full control effect
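First, chaperonin was dispensed at 40 nM or 20 nM final depending on batch activity. Next, compounds were pinned at 76 uM and ATP added at 10 uM. After 30 min at 37 °C, ADP detection reagents ran 30 min at ambient temperature.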
PI5P4K alpha inh – blocks human PI5P4K alpha kinase activity | P48426 | PI5P4Kalpha enzyme, ADP-Glo luminescence, 60 min; hits give low values | max response, % | 330,000 tested, 1.2% active | AID 652105; active means max response of -50% or lower; inconclusive means between -30% and -50%; inactive means -30% or higher; further: value at the top dose of about 77 µM; on the % scale 0 is the no-effect control and ±100 the full control effect
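ADP-Glo luminescence end-point read after a 60 min room-temperature kinase reaction of PI5P4Kalpha plus substrate, initiated with ATP at 5 microM final. Buffer: 0.038 M HEPES pH 7.4, EGTA, 0.1% CHAPS, 5% DMSO.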
EPAC1 agonist – EPAC1 (human) agonism; EPAC1 agonist qHTS, biochemical assay; response scale: 100% = response to 6.5 mM cAMP; Potency, µM (titrated, usually from 154 µM), for inactives: at the highest dose activation, actives largely listed as activators; 360,000 tested, 0.073% active; AID 720707; further: potency means the concentration at half of the fitted maximal effect; nearly all actives have a fitted effect of over 60% in size
Target sequence (O95398 whole entry, looked up): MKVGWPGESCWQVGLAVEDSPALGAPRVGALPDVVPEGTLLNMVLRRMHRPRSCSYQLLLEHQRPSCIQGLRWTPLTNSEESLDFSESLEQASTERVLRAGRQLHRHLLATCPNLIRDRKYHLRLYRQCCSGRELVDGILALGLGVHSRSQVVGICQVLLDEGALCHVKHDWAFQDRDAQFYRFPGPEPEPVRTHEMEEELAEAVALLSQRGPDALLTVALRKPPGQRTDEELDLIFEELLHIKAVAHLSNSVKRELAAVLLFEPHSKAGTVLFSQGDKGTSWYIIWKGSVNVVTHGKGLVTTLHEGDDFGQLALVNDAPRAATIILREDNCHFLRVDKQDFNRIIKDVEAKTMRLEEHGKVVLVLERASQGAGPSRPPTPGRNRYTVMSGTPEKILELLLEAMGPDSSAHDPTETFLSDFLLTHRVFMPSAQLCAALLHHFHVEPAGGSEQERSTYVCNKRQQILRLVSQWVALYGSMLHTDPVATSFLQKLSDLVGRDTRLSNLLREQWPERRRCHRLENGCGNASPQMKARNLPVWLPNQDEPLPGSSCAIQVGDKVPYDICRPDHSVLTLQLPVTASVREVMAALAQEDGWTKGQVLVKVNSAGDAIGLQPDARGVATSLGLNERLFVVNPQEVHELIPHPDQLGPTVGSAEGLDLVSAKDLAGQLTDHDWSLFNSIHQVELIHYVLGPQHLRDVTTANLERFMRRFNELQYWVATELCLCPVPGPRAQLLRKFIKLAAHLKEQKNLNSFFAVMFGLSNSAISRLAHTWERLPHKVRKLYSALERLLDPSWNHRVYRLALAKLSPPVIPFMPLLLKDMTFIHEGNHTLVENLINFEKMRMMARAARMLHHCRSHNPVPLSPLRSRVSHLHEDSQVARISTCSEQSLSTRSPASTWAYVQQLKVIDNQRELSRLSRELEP
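EPAC1 100 nM, Rap1B–BODIPY-GDP 250 nM, unlabeled GDP 50 uM; compound titration; 5 min RT; kinetic read ex480/em540 at 5-min intervals ×30 min; data normalized to 6.5 mM cAMP agonist control.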
PLK1 PBD block – PLK1 (human) polo-box domain binding inhibition; P53350; AID 720504; 360,000 tested, 2.8% active; Plk1 PBD binding of FITC phosphopeptide, fluorescence polarization; Potency, µM, for the others: max response, negative = inhibition, actives largely listed as inhibitors; further: potency means the concentration at half of the fitted maximal effect; series mostly up to about 57 µM; on the % scale 0 is the no-effect control and ±100 the full control effect; nearly all actives have a fitted effect of over 65% in size
EPAC1 antagonist – blocks human EPAC1 exchange factor; O95398; EPAC1 GEF assay, Rap1b-BODIPY-GDP exchange fluorescence; Potency, µM (highest dose often 115 µM), without a hit: top-dose activity change, negative = inhibition, usual class: inhibitors; 360,000 tested, 0.14% active;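 further: potency means the concentration at half of the fitted maximal effect; plate controls were vehicle for no effect and positive control for full effect; nearly all actives have a fitted effect of over 50% in size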
EPAC2 agonist – agonists of human EPAC2 (RAPGEF4). Q8WZA2. EPAC2 activation, biochemical qHTS; response scale: 100% = 6.5 mM cAMP response. Potency, µM (titrated, usually from 154 µM), for inactives: at the highest dose activation, actives largely listed as activators. 360,000 tested, 0.079% active; further: potency means the concentration at half of the fitted maximal effect; nearly all actives have a fitted effect of over 50% in size
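Fluorescence exchange assay: 100 nM EPAC2 with 250 nM RAP1B-BODIPY-GDP and 50 uM GDP; compounds tested as a concentration-titration series (qHTS). Loss of Rap1-bound BODIPY-GDP fluorescence read at 480/540 nm; data normalized to 6.5 mM cAMP.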
IL2 activator – IL-2 activation. IL-2 activation reporter assay, cell-based qHTS; stimulated with anti-CD3/CD4/CD28 beads; in transgenic mouse T cells. activation, % (series mostly up to about 46 µM). 360,000 tested, 0.065% active; in the data active means activation above about 50%; inconclusive means mostly about 30% to 49%; further: 0% is about no effect
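Unstimulated transgenic mouse T cells, 750 per well, received compound and, after 60 minutes, anti-CD3/anti-CD4 bead plus anti-CD28 stimulation. EGFP and DsRed were quantified after 18 hours.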
An asterisk follows results filed as active; ? = inconclusive; · = no result given; [ ] = remark or other dose. Unless noted, the call rests on the fitted dose curve; in most records, active means well fitted curve in the direction sought with a large enough effect; inconclusive means small, poorly fitted or top-dose-only effect, or another doubt; inactive means no such curve, though single readings can be large; an effect the other way counts as inactive or inconclusive.

Each structure is followed by: WRN helicase inh, CCT chaperon mod, PI5P4K alpha inh, EPAC1 agonist, PLK1 PBD block, EPAC1 antagonist, EPAC2 agonist, IL2 activator
- CN(C)CCNS(=O)(=O)c1ccc(N2CCN(c3ccc(F)cc3)CC2)c([N+](=O)[O-])c1
  -9%, 1.5, 9, 3%, -4%, 4%, 6%, 7.4
- CCOC(=O)c1sc(NC(=O)CSc2nc3cccnc3n2C)nc1C
  6%, -2.1, 1, 16%, -10%, -4%, 4%, -0.1
- Cc1cccc(NC(=S)NC2CCCC2)c1
  5%, 1.4, 1, -1%, 2%, 21%, 1%, -1.2
- CC(=O)N1CC(C)Sc2ccc(S(=O)(=O)NCc3ccc(Cl)cc3)cc21 (configuration not stated)
  -9%, -2.1, 7, 3%, 1%, -3%, -1%, -1.5
- COc1ccc(N(CC(=O)NCc2cccs2)S(=O)(=O)c2c(C)n[nH]c2C)cc1
  12%, 0.0, 0, -15%, -7%, 0%, 5%, -1.4
- CCNc1ccc(S(=O)(=O)N(C)C)cc1[N+](=O)[O-]
  3%, -2.7, 9, -5%, -10%, -13%, 9%, 0.6
- Cc1ccc2cc(CCNC(=O)C(C)C)c(=O)[nH]c2c1C
  -9%, -1.1, -5, -9%, 7%, -8%, -3%, 3.2
- COc1ccc(N2C(=O)C3CCCN3C2c2ccccc2Cl)cc1 (configuration not stated)
  1%, -0.2, -2, 0%, ?, -3%, 6%, -0.5
- CSc1oc(-c2ccccc2)nc1S(=O)(=O)c1ccc(F)cc1
  -3%, -3.0, ·, 11%, -18%, 8%, 16%, -0.3
- O=C(Nc1ccccc1N1CCCC1)c1ccc(Cl)c(S(=O)(=O)N2CCOCC2)c1
  7%, -1.6, -2, 15%, -11%, -5%, 10%, -5.8
- COc1ccc(NC(=O)N/C=C/c2ccc(Cl)cc2)cc1
  -5%, -0.1, 0, 7%, -11%, 3%, 9%, 0.6
- Cc1ccc(NC(=S)N(Cc2ccccc2)C(C)C)cc1
  4%, -2.4, -2, 0%, 1%, 4%, 4%, 5.2
- O=C(Cn1nnc2ccccc21)c1ccccc1
  6%, 1.3, -9, 3%, -5%, 5%, 3%, -0.4
- CC(C)(C)NC(=O)C(c1ccccc1)N(C(=O)c1csnn1)C1CC1 (configuration not stated)
  -5%, -0.1, -2, 6%, -3%, -4%, -11%, 2.1
- C=C(C)c1cccc(C(C)(C)NC(=O)Nc2ncccn2)c1
  -16%, -2.7, ·, 8%, 0%, -2%, 3%, -0.6
- O=C1OC(CN2CCOCC2)CN1N=Cc1ccc([N+](=O)[O-])o1 (configuration not stated)
  3%, -0.1, -3, 1%, -7%, 7%, -5%, -0.3
- Cc1c(Cl)cccc1NC(=S)N1CCN(Cc2ccc3c(c2)OCO3)CC1
  -10%[57.1 µM], -0.1, -1, 9%, -10%, -8%, -2%, -4.3
- O=C(CCCn1nnnc1CN1CCOCC1)N1CCN(c2ccccc2F)CC1
  -20%, -3.3, 2, 4%, -4%, -2%, 1%, -5.5
- C/C(=N\NC(=O)c1c(C)nc2ccccn12)c1ccc(O)cc1O
  2%, -0.7, 8, -3%, 29%, -20%, -2%, 1.4
- O=C(NNC(=S)NC(=O)c1ccccc1)c1cccnc1
  8%, -13, -24, -5%, ?, -11%, 8%, 2.4
- Cc1ccc(C(=O)N2CCN(c3ncnc4c(C)csc34)CC2)cc1
  24%, -1.4, 5, -10%, -6%, 12%, 9%, -3.9
- COc1ccc(OC)c(S(=O)(=O)Nc2ccc(OCC(=O)O)cc2)c1
  0%, 1.1, -2, 1%, -5%, -17%, 6%, -0.8
- CC(=O)C1(O)CCC2C3CCC4CC(O)CCC4(C)C3C(=O)CC21C (configuration not stated)
  -8%, -0.9, 3, -11%, -4%, -14%, -2%, -1.2
- COc1ccc(OC2C(=O)N(c3ccc(F)cc3)C2c2ccc(OC)c(OC)c2)cc1 (configuration not stated)
  -2%, 3.0, ·, 14%, 2%, -2%, 10%, -1.9
- Nc1ccc2nc(NC(=O)C3CCCCC3)sc2c1
  4%, -0.8, 3, -10%, 5%, -3%, -1%, -0.5
- Cc1ccccc1C(=O)Oc1ccc(Br)cc1C(=S)N1CCCC1
  0%, 2.7, ·, 7%, -18%, 14%, 17%, -3.4
- Cc1nc(Oc2ccc(S(=O)(=O)N3CCOCC3)cc2Cl)c2c3c(sc2n1)CCCC3
  -29%[57.1 µM], -16, 9, 3%, -3%, -5%, 14%, -1.1
- CCc1c(C(C)S(=O)(=O)c2ccc(C)cc2)[nH]c(=O)n1-c1ccc(C)cc1 (configuration not stated)
  -18%, -2.0, 0, -6%, 27µM*, 4%, 1%, -1.0
- O=C(NCCN1CCOCC1)/C(=C\c1ccccc1Cl)NC(=O)c1ccccc1
  -3%, -1.7, -2, 2%, -23%, -2%, 2%, -4.0
- CSc1nc2c(c(=O)[nH]c(=O)n2C)n1C/C=C(\C)Cl
  -3%, -2.8, ·, 2%, -9%, 0%, 8%, 2.6
- O=C(C1CCN(S(=O)(=O)N2CCOCC2)CC1)N1CCN(c2ccccc2F)CC1
  -5%, -0.5, 1, -2%, -8%, -17%, 8%, 2.5
- Cc1ccccc1C(=O)Nc1ccnn1C1CCN(Cc2cnn(C)c2)CC1
  ?, -0.4, -5, 3%, -5%, 1%, 2%, -4.2
- CCc1nc(N2CCN(C(=O)c3ccccc3)CC2)c(C#N)c2c1COC(C)(C)C2
  -9%, 3.0, 2, -5%, 24µM*, -13%, 7%, -2.7
- O=C(NCC(c1ccco1)N1CCCCC1)C(c1ccccc1)c1ccccc1 (configuration not stated)
  -7%, -1.2, -12, -8%, -8%, -3%, 0%, -2.7
- Cc1c(OCC(=O)N2CCC[C@@H]2C(=O)O)ccc2c3c(c(=O)oc12)CCC3
  -12%, 1.5, 0, 5%, -6%, -2%, 6%, -0.5
- COc1cccc(NC(=O)C(OC(=O)/C=C/c2ccc3c(c2)OCO3)c2ccccc2)c1 (configuration not stated)
  -16%, -2.7, -3, 4%, -4%, -10%, 8%, -0.8
- O=C(COc1ccccc1)Nc1ccc2[nH]c(=O)[nH]c2c1
  -10%, 1.4, -1, 12%, -4%, -27%, 6%, 0.9
- CC1=C(C(=O)NCc2ccccc2)C(c2cccs2)NC(=S)N1 (configuration not stated)
  16%, -0.3, -3, 13%, -29%, -12%, 13%, -1.0
- COc1ccccc1N1C(=O)C2C3C=CC(CC3)C2C1=O (configuration not stated)
  19%, -0.6, 1, -16%, -13%, 10%, -4%, -1.5
- CCOc1ccc(S(=O)(=O)N2CCN(C(=O)CN3C(=O)NC(C)(C)C3=O)CC2)cc1
  0%, -2.4, 2, 0%, 0%, 14%, -1%, 5.8
- CCn1nc(C(=O)OCc2cccc(S(=O)(=O)N(C)C)c2)c2ccccc2c1=O
  -2%, -1.2, 1, -3%, -13%, 9%, 4%, -0.8
- Cc1ccccc1C(=O)NCc1nnc(SCC(=O)N2c3ccccc3Sc3ccccc32)n1C
  0%, -17, -4, 0%, -11%, -12%, 3%, -1.0
- Cc1ccc(-c2nn(C)c(=O)c3ccccc23)cc1CNC(=O)c1ccco1
  0%, -1.3, 0, 11%, -6%, -20%, 4%, 1.0
- CCOC(=O)C(=O)C1=C(N2CCOCC2)/C(=C\c2ccc(F)cc2)CC1
  -2%, 2.1, -1, -2%, -5%, -8%, 12%, -2.7
- CCOC(=O)CCNCC1COc2ccccc2O1 (configuration not stated)
  6%, -0.9, 1, 3%, -10%, -10%, -6%, -1.0
- COc1ccc(C(N)=S)c(OC)c1
  1%, 2.8, -8, -14%, ?, -20%, -3%, -2.3
- COc1cc(S(=O)(=O)N2CCCCC2)ccc1NC(=O)Cc1ccccc1
  -3%, -1.2, ·, 4%, -15%, -13%, 14%, -2.6
- c1ccc(CCNc2nc3ccccc3s2)cc1
  -7%, -1.3, ·, 18%, -6%, -9%, 13%, -3.2
- O=[N+]([O-])c1ccc(SCc2c(F)cccc2Cl)nc1
  -3%, -1.2, 2, -1%, -6%, -8%, 9%, -2.0
- CN(C(=O)C1CCCCN1S(=O)(=O)c1ccccc1)c1ccccc1 (configuration not stated)
  4%, -12, -6, 5%, ?, -6%, 9%, 0.0
- CCN1C[C@@H]2[C@@H]3C(=O)N(C)C(=O)[C@@H]3[C@](Cc3ccccc3)(C1=O)N2C(=O)c1ccc(Cl)cc1
  -7%, 0.4, -2, 11%, 1%, -5%, 6%, -0.1
- CCc1ccc(OCC(O)CN2CCN(c3ccccn3)CC2)cc1 (configuration not stated)
  0%, 0.6, 1, 2%, -3%, 12%, 0%, 1.0
- COC(=O)c1cn(-c2nc3ccccc3s2)nn1
  -4%, -2.3, 3, 2%, -16%, -20%, 7%, 0.8

Single entries from the results shown:
Under PI5P4K alpha inh, CCOc1ccc(S(=O)(=O)N2CCN(C(=O)CN3C(=O)NC(C)(C)C3=O)CC2)cc1 is entered as 2
Under EPAC2 agonist, CC1=C(C(=O)NCc2ccccc2)C(c2cccs2)NC(=S)N1 (configuration not stated) is entered as 13%
Under EPAC1 agonist, CCn1nc(C(=O)OCc2cccc(S(=O)(=O)N(C)C)c2)c2ccccc2c1=O is entered as -3%
Under PLK1 PBD block, CCc1ccc(OCC(O)CN2CCN(c3ccccn3)CC2)cc1 (configuration not stated) is entered as -3%

Reprinted at random: four records from the list, in no set order.
Each structure is followed by: WRN helicase inh, CCT chaperon mod, PI5P4K alpha inh, EPAC1 agonist, PLK1 PBD block, EPAC1 antagonist, EPAC2 agonist, IL2 activator
- CCN1C[C@@H]2[C@@H]3C(=O)N(C)C(=O)[C@@H]3[C@](Cc3ccccc3)(C1=O)N2C(=O)c1ccc(Cl)cc1
  -7%, 0.4, -2, 11%, 1%, -5%, 6%, -0.1
- Cc1ccccc1C(=O)NCc1nnc(SCC(=O)N2c3ccccc3Sc3ccccc32)n1C
  0%, -17, -4, 0%, -11%, -12%, 3%, -1.0
- COc1cccc(NC(=O)C(OC(=O)/C=C/c2ccc3c(c2)OCO3)c2ccccc2)c1 (configuration not stated)
  -16%, -2.7, -3, 4%, -4%, -10%, 8%, -0.8
- Cc1ccc(-c2nn(C)c(=O)c3ccccc23)cc1CNC(=O)c1ccco1
  0%, -1.3, 0, 11%, -6%, -20%, 4%, 1.0

This is a subset; rates above refer to the full screens.
